High-throughput results as filed in PubChem.
M18AAP inhibitor: blocks P. falciparum M18 aspartyl aminopeptidase | 290,000 tested, 1.2% active | AID 1822 | recombinant PfM18AAP, H-Glu-NHMec fluorogenic cleavage | inhibition, % at 7.35 µM;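 active = inhibition above the campaign mean inhibition over all tested compounds plus 3 SD, cut at about 28% in these data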;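 also: 0% = plate median of test compound wells and 100% = 2 mM ZnCl2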
GalR3 antag: blocks the human galanin receptor 3; O60755; HEK293 GalR3-CNG cAMP membrane potential fluorescence; galR3 body fused to GalR1 C-terminus; inhibition, % at 3 µM; 360,000 tested, 0.44% active; AID 651719;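 active = inhibition above the screen-wide average plus 3 SD, cut at about 13% in these data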;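 also: forskolin and galanin both at EC90 stimulate the cells; cAMP rise reported by CNG channel membrane potential dye signal; 0% = forskolin plus galanin with DMSO and 100% = forskolin alone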
Target sequence (O60755 1-299 limits assumed): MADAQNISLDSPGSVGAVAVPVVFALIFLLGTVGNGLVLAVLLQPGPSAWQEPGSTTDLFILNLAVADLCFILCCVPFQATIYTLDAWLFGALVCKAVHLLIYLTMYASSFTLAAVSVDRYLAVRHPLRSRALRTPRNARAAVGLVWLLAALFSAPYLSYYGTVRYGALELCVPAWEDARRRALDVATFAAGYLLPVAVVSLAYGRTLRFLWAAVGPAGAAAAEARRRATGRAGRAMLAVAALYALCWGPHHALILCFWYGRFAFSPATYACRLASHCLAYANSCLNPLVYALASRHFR
NALP1 yeast inh: inhibitors of NALP1 inflammasome in yeast; S. cerevisiae NALP1/ASC/caspase-1 growth, X-gal OD620, 72 h; inhibition, % at 10 µM; 280,000 tested, 0.61% active; AID 2071; in the data active = inhibition mostly above about 24%, no sharp cut-off; inactive = mostly below about 32%; also: some compounds called inactive have numbers as strong as hits
GPR7 antag: human neuropeptides B/W receptor 1 antagonism. P48145. GPR7-expressing cells, fluorescence antagonist assay. inhibition, % at 4.4 µM. 290,000 tested, 1.1% active. AID 1861; in the data active = inhibition above about 16%, passing the limit was not always enough;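 also: cells stimulated with the agonist NPW; 0% = agonist with vehicle and 100% = vehicle without agonist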
Target sequence (P48145 whole entry, looked up): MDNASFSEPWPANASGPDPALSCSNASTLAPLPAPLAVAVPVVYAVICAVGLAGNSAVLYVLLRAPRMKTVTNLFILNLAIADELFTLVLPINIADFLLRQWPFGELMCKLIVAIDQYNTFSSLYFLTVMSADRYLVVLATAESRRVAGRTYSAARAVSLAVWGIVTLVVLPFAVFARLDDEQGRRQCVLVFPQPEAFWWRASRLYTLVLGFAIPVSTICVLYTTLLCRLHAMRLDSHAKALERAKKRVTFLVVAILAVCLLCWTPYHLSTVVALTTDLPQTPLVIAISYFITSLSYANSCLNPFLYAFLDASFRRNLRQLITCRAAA
OXTR potentiator: human OXTR potentiation; P30559; CHO-OTR cells, Fluo-8 calcium fluorescence, potentiator mode; 0% = oxytocin EC15, 100% = EC100; activation, % at 3 µM; 320,000 tested, 0.061% active; AID 2445;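 active = activation above that plate's cutoff, the mean activation of tested compounds plus 3 SD, cut at about 6.6% in these data, passing the limit was not always enough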;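 also: 100% uses oxytocin at 75 nM as the full agonist control; some results filed as inactive read as strong as hits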
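System: human OTR in CHO cells / Also added: sub-maximal oxytocin, roughly EC15 / Control set: EC15 oxytocin low, 75 nM oxytocin high / Schedule: 6 min compound pre-incubation at room temperature, 100 s kinetic read / Compound: single-point 3.0 µM / Replication: singlicate / Technique: Fluo-8 calcium dye fluorescence / Read-out basis: % activation of max/min ratio relative to oxytocin controls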
MEKK2wt PB1 HTS: raises or lowers MEK5 binding to wildtype human MEKK2 PB1 domain; Q9Y2U5; bead flow cytometry, Alexa488-MEK5 binding to MEKK2 WT; actives lie on both sides; binding response (% of control), % at 10 µM; 290,000 tested, 1.1% active; AID 1531; in the data active = binding response below about 67% or above about 130%
MEKK2 mut-MEK5: signal of MEK5 binding to mutant human MEKK2 PB1 domain; bead flow cytometry, Alexa488-MEK5 binding to MEKK2 mutant; percent response, % at 10 µM; 290,000 tested, 0.35% active; AID 1530; in the data active = percent response above about 24%, passing the limit was not always enough; also: inactives centre near 1; some results filed as inactive read as strong as hits
OXTR agonist: activates the human oxytocin receptor; CHO-OTR cells, Fluo-8 calcium fluorescence; normalized: DMSO 0%, oxytocin 100%; 320,000 tested, 0.32% active; AID 2435; activation, % at 3 µM; P30559;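 active = activation above the mean of all tested compounds plus 3 SD, cutoff set per screening run, cut at about 20% in these data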;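 also: peak over basal fluorescence ratio from a 100 s FLIPR kinetic read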
V1aR counter: counter-screen for oxytocin receptor agonists: human V1a receptor agonists. CHO-V1R cells, Fluo-8 calcium fluorescence, agonist mode; 0% DMSO, 100% 3 nM vasopressin. P37288. activation, % at 3 µM. AID 2797. 320,000 tested, 0.25% active;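 active = activation above the mean activation of all tested compounds plus 3 SD, per screening run, cut at about 20% in these data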;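 also: signal is peak over basal fluorescence ratio across a 100 second FLIPR read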
Target sequence (P37288 whole entry, looked up): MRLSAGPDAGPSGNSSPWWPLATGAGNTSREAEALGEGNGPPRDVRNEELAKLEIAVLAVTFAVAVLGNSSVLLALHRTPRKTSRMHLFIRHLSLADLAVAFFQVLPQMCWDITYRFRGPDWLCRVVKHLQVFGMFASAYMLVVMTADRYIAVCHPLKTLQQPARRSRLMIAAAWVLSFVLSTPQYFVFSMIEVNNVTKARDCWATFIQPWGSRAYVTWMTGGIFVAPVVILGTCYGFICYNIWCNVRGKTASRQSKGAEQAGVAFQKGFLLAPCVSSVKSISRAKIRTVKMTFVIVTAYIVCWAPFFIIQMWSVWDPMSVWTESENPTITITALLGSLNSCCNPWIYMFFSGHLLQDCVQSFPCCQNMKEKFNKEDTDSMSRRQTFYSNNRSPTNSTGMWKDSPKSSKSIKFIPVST
Starred values were filed as active, the others as inactive; / = no result given.

SMILES	M18AAP inhibitor	GalR3 antag	NALP1 yeast inh	GPR7 antag	OXTR potentiator	MEKK2wt PB1 HTS	MEKK2 mut-MEK5	OXTR agonist	V1aR counter
COc1ccc(Cl)cc1NC(=O)c1cccc(N2C(=O)C3CC=CCC3C2=O)c1 (stereo unspecified)	-1.9	-2.2	11.8	-11.9	-9.8	103.0	-2.0	3.6	8.6
COC(=O)c1ccc(NC(=O)CNC(=O)C2CCCCC2)cc1	-8.8	0.0	26.1	-12.0	-4.0	100.0	1.0	-0.5	-0.4
COc1ccccc1C(=O)N1CCN=C1SC	1.5	-1.8	-6.3	-11.0	-7.2	109.0	3.0	0.2	3.3
Cc1ccc(NC(=O)c2cccc(C(=O)Nc3ccc(C)cc3C(=O)O)c2)c(C(=O)O)c1	-4.4	-4.2	11.0	-3.0	-20.1	94.0	-8.0	-0.1	0.1
O=C(CCn1nc(-c2ccccc2)ccc1=O)N1CCOCC1	-1.8	-4.5	16.6	-11.5	-2.4	/	/	-1.2	1.1
CN(C)c1nc(N)nc(Nc2ccccc2C#N)n1	0.7	0.8	26.5	7.2	-2.8	100.0	8.0	0.1	0.2
S=c1nc(-c2ccccc2)c(-c2ccccc2)n[nH]1	-1.4	-6.2	11.0	-5.1	-6.2	93.0	7.0	-0.5	-0.2
CCC(O)(CC)C(=O)NN(C(=O)CCl)c1ccccc1	-5.7	-2.0	29.6	-7.5	2.2	104.0	-1.0	0.3	-0.1
O=C(CCNC(=O)C1CCN(S(=O)(=O)c2ccccc2)CC1)NCc1ccc(Cl)cc1Cl	-11.0	-0.5	4.3	-10.0	-11.3	106.0	4.0	1.2	3.1
Cc1cc2oc(=O)cc(CN3CCOCC3)c2c(C)c1Cl	-2.2	-8.2	7.6	-3.8	/	108.0	6.0	/	/
COc1ccccc1CCCNC(=O)C1CCC(=O)N(CCc2cccc(F)c2)C1 (stereo unspecified)	-6.5	-2.0	-3.0	9.8	-7.8	106.0	10.0	-1.6	0.6
CCC(C)NC(=O)C1CCN(S(=O)(=O)c2cccnc2)CC1 (stereo unspecified)	-6.8	-1.6	17.7	-6.5	-1.8	106.0	-7.0	1.4	1.0
O=C(NCCc1ccccc1)[C@@H]1CC=C[C@@H]2CCN(Cc3ccc(Cl)c(Cl)c3)C(=O)[C@@H]21	/	-7.4	/	/	-7.8	90.0	-4.0	-1.4	0.3
O=C1OC(/C=C/c2ccc(Cl)cc2Cl)=NC/1=C\c1cccs1	4.2	0.5	30.5	-7.2	4.1	95.0	2.0	0.6	0.9
O=C(COC(=O)CCCSc1nc2ccccc2[nH]1)Nc1ccc(Cl)cc1	3.1	-2.5	22.3	-4.4	-9.7	102.0	-1.0	3.0	7.3
COc1ccc(OCC(=O)c2c(O)c3ccccc3oc2=O)cc1	6.3	/	20.0	-7.7	-0.9	99.0	6.0	-0.2	0.4
Cc1ccc(S(=O)(=O)N2CCN(C(=O)COC(=O)C3CCC3)CC2)cc1	/	-1.8	/	/	8.1	/	/	0.4	1.3
Cc1[nH]c(C)c(S(=O)(=O)Nc2ccc(OC(F)(F)F)cc2)c1C(=O)N1CCCCC1	-9.8	0.5	0.0	2.6	-8.1	98.0	-1.0	1.1	3.3
Cc1nn(Cc2ccc(C(=O)NC(C)(C)C)o2)c(C)c1Br	-12.8	-4.7	5.0	-11.0	-11.5	98.0	5.0	7.0	13.0
Cc1ccc(N(CC(=O)NCCSc2ccccn2)S(=O)(=O)c2ccc(F)cc2)cc1	0.7	-2.5	12.2	-7.2	-1.0	90.0	-10.0	-2.2	1.0
CCOC(=O)N1CCC(NCCNC(=O)c2ccccc2Cl)CC1	7.9	-5.1	14.2	0.6	-12.1	97.0	0.0	-0.6	1.2
CC(C)Oc1ccc(C2C(C(=O)c3ccco3)=C(O)C(=O)N2Cc2cccnc2)cc1 (stereo unspecified)	8.8	2.4	-5.4	-6.6	-19.3	100.0	-1.0	-1.0	-0.4
CCOC(=O)N1CCN(C2=C(NS(=O)(=O)c3ccc(NC(C)=O)cc3)C(=O)c3ccccc3C2=O)CC1	25.7	-3.5	11.1	-9.7	-11.8	101.0	1.0	-0.8	2.1
COc1cccc(NC(=O)c2ccc(CN3CCN(c4ccccc4)CC3)cc2)c1	-4.8	-6.9	0.6	6.3	-1.9	109.0	6.0	1.0	2.8
CC(C)c1nc2cc(Cl)ccc2n(Cc2ccccc2)c1=O	-1.4	-7.2	15.5	-11.5	-15.5	100.0	3.0	-2.1	-1.1

3 entries from above, sorted by their value in GPR7 antag, ascending.
| structure | GPR7 antag |
| --- | --- |
| COc1ccccc1C(=O)N1CCN=C1SC | -11.0 |
| CCC(C)NC(=O)C1CCN(S(=O)(=O)c2cccnc2)CC1 (stereo unspecified) | -6.5 |
| O=C(COC(=O)CCCSc1nc2ccccc2[nH]1)Nc1ccc(Cl)cc1 | -4.4 |

(further entries)
SMILES	M18AAP inhibitor	GalR3 antag	NALP1 yeast inh	GPR7 antag	OXTR potentiator	MEKK2wt PB1 HTS	MEKK2 mut-MEK5	OXTR agonist	V1aR counter
O=C1C(Cc2ccccc2)NC(=S)N1Cc1ccccc1 (stereo unspecified)	1.2	-3.8	-4.5	5.5	-11.4	94.0	2.0	-1.0	0.2
CC(=O)c1c(C)[nH]c(C(=O)OCC(=O)Nc2ccccc2Cl)c1C	-0.4	-9.1	-6.2	-11.5	-17.2	95.0	-5.0	4.2	4.7
COc1ccc(NC(=O)O/N=C/c2c(C)nn(C(C)(C)C)c2C)cc1	-5.9	0.8	1.7	-13.9	-5.5	97.0	3.0	-2.3	-0.1
CCN(CC)c1cc(Oc2ccccc2)ncn1	15.1	-4.8	10.2	-17.0	-1.1	73.0	-15.0	-0.7	-0.3
C=CCN(c1ccc(C(=O)OC)cc1)S(=O)(=O)c1ccccc1	-1.1	-2.3	9.9	6.5	-2.5	87.0	-8.0	-0.8	-1.5
O=C(Nc1ccccc1O)c1cccc(S(=O)(=O)Nc2ccccc2O)c1	/	1.6	/	/	-13.5	/	/	2.1	4.1
CCN(CC)c1ccc(/C=N/NC(=O)c2cccc(S(=O)(=O)Nc3ccccc3OC)c2)cc1	2.3	-4.2	6.2	-12.1	1.4	100.0	3.0	-0.7	-0.3
O=C(N/N=C\c1c(F)c(F)c(F)c(F)c1F)c1ccc(-c2ccccc2)cc1	5.6	-0.4	30.4	-9.2	2.4	99.0	8.0	-0.2	1.2
Cc1ccc2c(c1)C(C)(C)[C@]1(C)NC(=O)CCN21	0.6	-3.4	-1.5	-3.2	-6.4	83.0	-27.0	-0.1	0.2
Brc1ccc2cccnc2c1	2.9	2.6	0.4	-8.9	-5.2	109.0	19.0	1.4	0.4
Cc1occc1C(=O)NNC(=O)c1ccccc1F	-4.3	-5.2	-10.7	3.8	-4.9	100.0	0.0	0.0	-0.1
Cc1ccc(S(=O)(=O)N2CCN(C(=O)COC(=O)/C=C/c3ccccc3F)CC2)c(C)c1	/	-3.8	/	/	3.0	/	/	1.6	0.1
O=C(O)/C(=C\c1ccco1)NC(=O)c1cccc2ccccc12	10.2	1.4	-1.2	-5.9	-0.6	111.0	8.0	0.5	0.2
Cc1nn(CC(=O)NCc2cccc(F)c2)c(=O)c2cccn12	-0.2	1.7	7.6	-3.8	-4.4	100.0	0.0	-0.4	0.1
CSc1ccccc1NC(=O)c1csc(C)c1	-6.6	-3.0	6.5	-9.3	-1.6	105.0	6.0	-1.5	-1.4
COc1ccccc1CNS(=O)(=O)c1cc(C(=O)NCC2CCCO2)c(Cl)cc1Cl (stereo unspecified)	/	-3.0	/	/	-1.2	/	/	0.8	0.5
COc1ccccc1N(Cc1ccccc1)S(=O)(=O)c1cccc(C(=O)Nc2ccc(C(C)=O)cc2)c1	-6.6	-8.4	14.9	3.4	-10.9	109.0	0.0	-0.9	-0.1
CCOC(=O)CCc1c(C)c2ccc(OCc3ccc([N+](=O)[O-])cc3)cc2oc1=O	3.1	4.0	3.2	-4.2	-10.2	100.0	0.0	0.3	0.6
C=CCSC1=NC(=O)/C(=C/c2cccs2)S1	-3.0	-10.7	20.6	5.1	4.4	98.0	0.0	1.5	0.3
O=C(COC(=O)CC1Sc2ccccc2NC1=O)NCc1ccccc1 (stereo unspecified)	/	-5.8	/	/	-2.8	/	/	-0.6	1.3
COc1ccccc1CNC(=O)C(NC(=O)c1ccc(C)cc1)C(C)C (stereo unspecified)	2.4	-0.4	1.7	0.7	-5.4	97.0	-2.0	-2.5	-1.9
CCCc1c(C(=O)N/N=C/c2ccncc2)nnn1-c1nonc1N	-4.0	-9.6	24.4	-12.3	/	100.0	2.0	/	/
COCCN(C(=O)COC(=O)c1c(-c2ccccc2)noc1C)c1c(N)n(Cc2ccccc2)c(=O)[nH]c1=O	4.0	-2.5	0.0	-8.7	-9.7	111.0	8.0	-0.7	-1.0
Cc1cc(C)nc(NS(=O)(=O)c2ccc(NC(=O)C3(c4ccccc4)CCCC3)cc2)n1	0.1	-2.3	21.5	-7.8	-1.4	102.0	9.0	0.4	1.5
CCN(CC(=O)Nc1c(F)cccc1F)C(=O)c1cc(S(=O)(=O)NCc2ccccc2)ccc1C	/	-0.8	/	/	-8.3	/	/	-0.8	0.6

Carrying on.
SMILES	M18AAP inhibitor	GalR3 antag	NALP1 yeast inh	GPR7 antag	OXTR potentiator	MEKK2wt PB1 HTS	MEKK2 mut-MEK5	OXTR agonist	V1aR counter
CCN1CCN(c2ncnc3c2sc(=S)n3-c2ccccc2)CC1	-4.2	-2.7	44.4*	1.3	-8.8	106.0	-3.0	4.6	3.6
COc1cc(-n2cnnn2)ccc1S(=O)(=O)N1CCOCC1	0.9	-0.5	5.1	10.3	2.3	85.0	-8.0	1.5	0.2
CS(=O)(=O)NNC(=O)c1sccc1OCc1ncc(C(F)(F)F)cc1Cl	5.5	-7.4	9.1	0.2	2.6	105.0	3.0	-0.4	0.5
COCc1nc2oc3ccccc3c(=O)c2cc1C(=O)OC	1.4	-7.1	7.6	-6.3	-10.3	108.0	7.0	-0.5	0.4
O=C(CCC(=O)N1CCCC1)N1CCCC1	0.2	-3.7	4.9	1.6	-0.5	97.0	-1.0	0.5	0.8
CN(C(=O)c1ccc(NC(=O)Cc2ccccc2)cc1)c1ccccc1	6.7	0.0	6.2	1.0	-15.7	111.0	8.0	0.2	1.7
COc1cc(OC)cc(C(=O)N[C@H](C(=O)N2CCc3ccccc32)C(C)C)c1	-0.4	-11.0	28.0	1.3	-7.0	92.0	-10.0	-2.3	0.5
O=c1oc(CCO)cc2ccc(Br)cc12	/	-5.1	/	/	1.6	/	/	1.0	1.3
CCC1(C)Cc2c(sc3nc(SCC(=O)O)[nH]c(=O)c23)CO1 (stereo unspecified)	7.1	2.8	27.2	-3.8	-5.7	83.0	-14.0	0.2	1.2
CCN1CCN(Cc2ccc(NC(=O)c3cc(NC(=O)c4cncc(-c5ccc(C#N)cc5)c4)cc(OC)c3)cc2C(F)(F)F)CC1	/	-2.6	/	/	-5.2	189.0*	131.0*	1.2	1.8
CSCC[C@H](NC(=O)c1cccnc1)c1nnc2ccccn12	-3.0	1.4	28.6	-8.4	-6.1	101.0	1.0	-0.2	-0.1
CN(CCN(C)C(C)(C)C)C(=O)C(c1ccccc1)c1ccccc1	6.7	-3.7	25.2	-7.9	-4.4	99.0	6.0	0.3	0.4
CCOC(=O)c1cc(-c2cccc([N+](=O)[O-])c2)nc2[nH]c(=O)[nH]c(=O)c12	2.0	-5.6	-3.5	-19.4	-7.1	105.0	4.0	-0.2	-0.9

The order is random (roughly 4.1% active in at least one column).
